# Screening results as filed in PubChem BioAssay.
# NPY-Y1 PAM-ag: NPY-Y1 receptor potentiators or agonists, primary screen, cell-based. Neuropeptide Y receptor type 1 (Homo sapiens), P25929. NPY-Y1 expressing cells, potentiator/agonist activation. activation, % at 3.6 µM. 220,000 compounds, 0.37% hits; in the data active = activation above about 33%, passing the limit was not always enough;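 note: cells stimulated with NPY at EC10 then isoproterenol at EC100; 0% = low agonist plus stimulus and 100% = saturating agonist plus stimulus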
# eIF4E 4G PPI: eIF4E–eIF4G protein interaction inhibitors, primary screen, biochemical, uHTS, TR-FRET, eIF4GI fragment | Eukaryotic translation initiation factor 4E (Mus musculus) + Eukaryotic translation … | TR-FRET eIF4E-eIF4GI(517-606) binding, 2 h | inhibition, % at 21.7 µM | 220,000 compounds, 0.37% hits | AID 782, 2007;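 active = inhibition above about 30%, limit read from the data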;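 note: 0% = full FRET control wells and 100% = background wells lacking eIF4GI fragment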
# S1P4 agonist: S1P4 receptor agonists, primary screen, cell-based | S1P4-expressing cell line, agonist reporter assay | activation, % at 4.98 µM | 220,000 compounds, 0.35% hits | AID 1509, 2009; in the data active = activation above about 11%;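 note: 0% = DMSO vehicle and 100% = reference agonist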
# EP2 antag: human EP2 receptor antagonists, primary screen, TR-FRET cAMP, C6 glioma cells; Prostaglandin E2 receptor EP2 subtype (Homo sapiens), P43116; C6 glioma cells expressing human EP2; cells stimulated with saturating PGE2; inhibition, % at 25 µM; 260,000 compounds, 0.52% hits; AID 1422, 2008;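 active = percent inhibition above 40 after rounding to a whole number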;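 note: rat C6 glioma host cells with rolipram phosphodiesterase inhibitor present; the protocol text gives 20 µM as final concentration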
# NPY2 pot ag: NPY-Y2 potentiators or agonists, primary screen, cell-based. Neuropeptide Y receptor type 2 (Homo sapiens), P49146. cells expressing NPY-Y2, potentiator/agonist read-out. activation, % at 3.6 µM. 220,000 compounds, 0.45% hits; in the data active = activation above about 27%;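 note: cells stimulated with NPY near EC25 plus isoproterenol at EC100; 0% = vehicle plus submaximal agonist and 100% = vehicle plus saturating agonist; some results beyond the cut were filed as inactive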
# EP2 modulator: EP2 receptor modulators, cAMP readout, primary screen, cell-based, HTRF cAMP, PGE2 stimulation | 260,000 compounds, 0.83% hits | EP2-expressing cells, cAMP HTRF FRET, PGE2 co-stimulation | AID 940, 2007 | Prostaglandin E2 receptor EP2 subtype (Homo sapiens), P43116 | induction, % at 25 µM;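 active = compounds whose cAMP rise, as percent of the full-agonist control response, exceeds 60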;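 note: rat C6 glioma line stably carrying human EP2 under a CMV promoter; the protocol text gives 20 µM as final concentration; 100% = response of wells given 1 µM PGE2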
# p97 ATPase inh: inhibitors of human p97 ATPase, primary screen, biochemical; recombinant p97 ATPase, Kinase-Glo ATP luminescence, 3 h; inhibition, % at 8 µM; Transitional endoplasmic reticulum ATPase (Homo sapiens), P55072; 220,000 compounds, 0.42% hits; AID 1481, 2009; in the data active = inhibition above about 15%;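 note: 0% = DMSO vehicle and 100% = wells lacking enzyme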
# Target sequence (P55072 whole entry, looked up): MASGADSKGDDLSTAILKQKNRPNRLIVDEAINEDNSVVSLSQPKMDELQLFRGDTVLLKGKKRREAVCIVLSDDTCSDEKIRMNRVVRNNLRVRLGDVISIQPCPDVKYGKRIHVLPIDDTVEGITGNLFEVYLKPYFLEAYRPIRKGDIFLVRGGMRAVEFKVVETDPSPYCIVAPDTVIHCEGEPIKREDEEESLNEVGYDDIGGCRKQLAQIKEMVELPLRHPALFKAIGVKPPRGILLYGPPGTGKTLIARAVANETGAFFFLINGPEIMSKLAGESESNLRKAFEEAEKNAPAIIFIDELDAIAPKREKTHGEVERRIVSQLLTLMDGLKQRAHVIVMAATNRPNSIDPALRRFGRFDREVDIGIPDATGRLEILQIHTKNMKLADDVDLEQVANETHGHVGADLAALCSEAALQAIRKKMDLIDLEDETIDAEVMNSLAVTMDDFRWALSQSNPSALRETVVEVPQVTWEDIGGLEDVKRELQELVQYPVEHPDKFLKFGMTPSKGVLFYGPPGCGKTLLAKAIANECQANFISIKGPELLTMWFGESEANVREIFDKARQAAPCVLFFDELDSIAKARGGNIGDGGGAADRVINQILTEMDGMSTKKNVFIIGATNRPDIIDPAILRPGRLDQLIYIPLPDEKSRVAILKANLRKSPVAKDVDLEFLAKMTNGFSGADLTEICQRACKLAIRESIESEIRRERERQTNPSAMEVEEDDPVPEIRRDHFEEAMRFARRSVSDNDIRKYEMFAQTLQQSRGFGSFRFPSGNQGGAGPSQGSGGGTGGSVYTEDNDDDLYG
# NPY Y1 blocker: NPY-Y1 receptor antagonists, primary screen, cell-based; 200,000 compounds, 1% hits; HEK293-CNG Y1 cells, membrane potential fluorescence; NPY at EC95, then isoproterenol; inhibition, % at 3.6 µM;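 active = inhibition above the campaign mean inhibition of all tested compounds plus 3 SD, cut at about 20% in these data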;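 note: 0% = DMSO wells given NPY plus isoproterenol and 100% = isoproterenol alone without NPY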
#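 Assay system: HEK293 Y1/CNG channel cell line; Doses: single compound dose of 3.6 µM, 0.4% DMSO; Timing: dye 3 h, compound 60 min room temperature, stimulation 45 min; Technique: Membrane-potential fluorescent dye readout; Measure: % inhibition of NPY effect.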
# S1P4 antag: S1P4 receptor antagonists, primary screen, cell-based; Sphingosine 1-phosphate receptor 4 (Homo sapiens), O95977; S1P4-expressing cells, antagonist mode, reporter read-out; inhibition, % at 4.98 µM; 220,000 compounds, 0.26% hits; AID 1510, 2009; in the data active = inhibition above about 29%;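 note: 0% = wells stimulated with agonist and 100% = vehicle wells without agonist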
# Active calls of the source: *; nt = no result given; [ ] = remark or other dose.
SMILES,NPY-Y1 PAM-ag,eIF4E 4G PPI,S1P4 agonist,EP2 antag,NPY2 pot ag,EP2 modulator,p97 ATPase inh,NPY Y1 blocker,S1P4 antag
Cc1ccc(C2CC(=O)c3cnc(N4CCc5ccccc5C4)nc3C2)cc1 (stereo not given),12,5,-0.5,3,-6,-17,4,3,-10
Cn1nc(C(=O)Nc2c(-c3ccccc3)nc3sccn23)c2ccccc2c1=O,0,7[fluorescence artefact?],-1.9,9,-14,7,1,2,-8
CC1c2nc3ccccc3n2C(CC(=O)NCCCN2CCOCC2)C(=O)N1Cc1ccccc1 (stereo not given),-2,-3,1.2,7,13,8,4,0,2
CC(C)(C)NC(=O)N1CCC(CO)(Cc2ccccc2Cl)CC1,2,0,1.4,9,-1,-20,-3,1,-18
CSC1=N/C(=C\c2ccc(C)o2)C(=O)S1,16,5,-1.1,14,7,0,3,3,-3
Cc1cc(N2CCCC2)c(C)cc1C=O,-31,-27,-0.6,5,-11,23,-2,1,9
O=C(NCc1ccc(F)cc1)c1c2c(nc3ccccc13)CCC2,6,36*,3.2,5,-14,-13,9,0,0
COC(=O)c1ccc(NC(=O)CSc2nccn2CCc2ccccc2)cc1,-6,-1,0.5,11,-3,-36,-2,1,-15
CC(=O)Nc1nc2ccccc2n1Cc1ccccc1C,9,-10,-0.3,12,5,-17,4,5,7
O=C(NC1CCCCC1)C(c1ccccc1)N1CCC2(CC1)OCCO2 (stereo not given),8,-3[fluorescence artefact?],0.4,10,6,-13,1,-1,-12
CC1=CC(C)(C)NC(=S)N1c1ccc(C)cc1,-20,-1[fluorescence artefact?],1.3,8,1,-5,-2,-8,-8
CN(C)S(=O)(=O)c1ccc(C(=O)NCCSc2ccccc2)cc1,-17,-3,-4.0,10,-7,11,-8,-4,-4
CCc1nnc(NC(=O)c2ccc(-c3ccc([N+](=O)[O-])cc3Cl)o2)s1,19,9,-0.3,10,17,-4,5,-3,-7
CCc1c(C(=O)NCc2ccccc2Cl)[nH]c(C)c1C(C)=O,10,-4,0.7,9,3,-25,-5,-3,10
Cc1ccc(C(=O)O/N=C\c2ccc(N3CCCCC3)c([N+](=O)[O-])c2)cc1,-7,-2,0.8,11,-6,1,-7,-3,4

# Full records from above. Screens in order: NPY-Y1 PAM-ag	eIF4E 4G PPI	S1P4 agonist	EP2 antag	NPY2 pot ag	EP2 modulator	p97 ATPase inh	NPY Y1 blocker	S1P4 antag
# CC(=O)Nc1nc2ccccc2n1Cc1ccccc1C is listed as 9	-10	-0.3	12	5	-17	4	5	7
# CC1c2nc3ccccc3n2C(CC(=O)NCCCN2CCOCC2)C(=O)N1Cc1ccccc1 (stereo not given) is listed as -2	-3	1.2	7	13	8	4	0	2
# Cc1ccc(C(=O)O/N=C\c2ccc(N3CCCCC3)c([N+](=O)[O-])c2)cc1 is listed as -7	-2	0.8	11	-6	1	-7	-3	4

# An excerpt from above in order of their number in NPY Y1 blocker, highest first:
smiles,NPY-Y1 PAM-ag,eIF4E 4G PPI,S1P4 agonist,NPY2 pot ag,EP2 modulator,p97 ATPase inh,NPY Y1 blocker,S1P4 antag
CC(=O)Nc1nc2ccccc2n1Cc1ccccc1C,9,-10,-0.3,5,-17,4,5,7
Cc1ccc(C2CC(=O)c3cnc(N4CCc5ccccc5C4)nc3C2)cc1 (stereo not given),12,5,-0.5,-6,-17,4,3,-10
CCc1c(C(=O)NCc2ccccc2Cl)[nH]c(C)c1C(C)=O,10,-4,0.7,3,-25,-5,-3,10

# Reformatted with bars between the fields: 4 of the compounds above.
SMILES | NPY-Y1 PAM-ag | eIF4E 4G PPI | S1P4 agonist | EP2 antag | NPY2 pot ag | EP2 modulator | p97 ATPase inh | NPY Y1 blocker | S1P4 antag
Cc1cc(N2CCCC2)c(C)cc1C=O | -31 | -27 | -0.6 | 5 | -11 | 23 | -2 | 1 | 9
Cc1ccc(C2CC(=O)c3cnc(N4CCc5ccccc5C4)nc3C2)cc1 (stereo not given) | 12 | 5 | -0.5 | 3 | -6 | -17 | 4 | 3 | -10
CC1c2nc3ccccc3n2C(CC(=O)NCCCN2CCOCC2)C(=O)N1Cc1ccccc1 (stereo not given) | -2 | -3 | 1.2 | 7 | 13 | 8 | 4 | 0 | 2
Cn1nc(C(=O)Nc2c(-c3ccccc3)nc3sccn23)c2ccccc2c1=O | 0 | 7[fluorescence artefact?] | -1.9 | 9 | -14 | 7 | 1 | 2 | -8

# (more compounds)
SMILES,NPY-Y1 PAM-ag,eIF4E 4G PPI,S1P4 agonist,EP2 antag,NPY2 pot ag,EP2 modulator,p97 ATPase inh,NPY Y1 blocker,S1P4 antag
COc1ccc(C(NC=O)c2cc(OC)c(OC)cc2Br)cc1OC (stereo not given),21,1,4.7,6,7,-2,2,-7,-13
CCOC(=O)c1cc(-c2ccc(F)cc2)n(CCC(=O)NC2CCN(Cc3ccccc3)CC2)c1C,0,2,2.7,13,1,0,-2,1,-7
CCOc1cc(C(=O)Nc2ccc(S(=O)(=O)N3CCOCC3)cc2)cc(OCC)c1OCC,4,1,1.9,12,9,14,4,-1,10
C=CCOC(=O)C1=C(C)Nc2nnnn2C1c1cccs1 (stereo not given),20,3[fluorescence artefact?],0.7,6,-31,12,-4,0,-13
Cn1c(NC(=O)c2ccco2)cc(=O)n(C)c1=O,-8,6,-1.0,6,1,-2,1,-4,4
Cc1c(Cl)cccc1NC(=S)N(CCN(C)C)C(C)c1ccccn1 (stereo not given),7,-3,0.3,4,-2,-10,6,-4,-10
CC(c1ccc(F)cc1)n1c(-c2cccs2)n[nH]c1=S (stereo not given),-23,2,-1.6,11,-17,31,-6,2,-3
CCOC(=O)C1(Cc2cccc(OC)c2)CCN(Cc2ccc(OC)c(OC)c2)CC1,-14,4,-2.0,6,-25,-5,-5,18,-15
CCOC(=O)N/N=C/c1cn(Cc2ccc(Cl)cc2)c2ccccc12,5,5,-3.3,4,0,-11,-6,5,-2
COc1ccc(S(=O)(=O)Nc2ccc(NC(C)=O)cc2)cc1OC,-6,-2,0.2,8,3,-2,3,-8,-10
Cc1cc(/C=N/NC(N)=S)c(C)n1-c1ccc(Cl)cc1,-21,1[fluorescence artefact?],1.8,12,-12,-6,4,6,-9
CCCOc1ccc(/C(O)=C2/C(=O)C(=O)N(CCN(C)C)C2c2ccncc2)cc1 (stereo not given),15,nt,36*,nt,8,nt,-9,1,-3
Cc1nc(Cl)c2c(n1)NC(=O)CO2,-6,3,1.4,7,-7,-24,-2,nt,-5

# Grouped by structure, the entries above containing an NH in an aromatic ring (two)
SMILES,NPY-Y1 PAM-ag,eIF4E 4G PPI,S1P4 agonist,EP2 antag,NPY2 pot ag,EP2 modulator,p97 ATPase inh,NPY Y1 blocker,S1P4 antag
CCc1c(C(=O)NCc2ccccc2Cl)[nH]c(C)c1C(C)=O,10,-4,0.7,9,3,-25,-5,-3,10
CC(c1ccc(F)cc1)n1c(-c2cccs2)n[nH]c1=S (stereo not given),-23,2,-1.6,11,-17,31,-6,2,-3

# A portion of the library. The share of hits here may be higher or lower than overall.
